PG9 Ab binder: PG9 antibody binding by small molecule; TR-FRET gp120-PG9 antibody binding; inhibition, % at 6.7 µM; 360,000 compounds, 0.43% hits; in the data active = inhibition above about 8.5%
ASAP1 GAP inh: ASAP1 ArfGAP inhibition | Q9ULH1 | ASAP1-stimulated ARF1 GTP hydrolysis, GDP FP detection | inhibition, % at 16.5 µM | 360,000 compounds, 0.19% hits | AID 624377; in the data active = inhibition above about 25%;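 note: 0% = vehicle with enzyme and substrate and 100% = no enzyme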
Target sequence (Q9ULH1 325-724 limits assumed): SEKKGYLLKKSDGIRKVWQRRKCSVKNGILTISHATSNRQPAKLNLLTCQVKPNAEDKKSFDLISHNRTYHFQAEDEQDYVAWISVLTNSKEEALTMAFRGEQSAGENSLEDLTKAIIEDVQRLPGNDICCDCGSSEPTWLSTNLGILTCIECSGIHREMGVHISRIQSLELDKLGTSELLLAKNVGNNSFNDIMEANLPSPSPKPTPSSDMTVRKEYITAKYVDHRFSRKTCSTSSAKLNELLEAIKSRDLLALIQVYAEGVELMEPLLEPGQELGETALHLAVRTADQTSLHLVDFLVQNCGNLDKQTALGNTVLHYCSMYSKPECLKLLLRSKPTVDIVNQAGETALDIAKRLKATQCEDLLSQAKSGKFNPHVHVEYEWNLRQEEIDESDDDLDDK
HTRA1 inhibitor: inhibitors of human serine peptidase HTRA1; 340,000 compounds, 0.5% hits; recombinant HTRA1, FP-rhodamine activity-based probe, fluorescence polarization; AID 504803; Q92743; inhibition, % at 5.96 µM; in the data active = inhibition above about 36%;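 note: 0% = enzyme with DMSO and 100% = wells lacking enzyme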
NPR2 activator: GC-B (human) receptor activation; P20594; HEK293-GC-B cells, CNP EC30, cGMP TR-FRET; 0% at EC30 CNP, 100% saturating CNP; activation, % at 10 µM; 370,000 compounds, 0.11% hits;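 active = activation at 10 µM reaching about 35% in either raw or pattern-adjusted values, limit read from the data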
mABHD4 FP: inhibitors of mouse ABHD4. Q8VD66. purified mABHD4, FP-Rh probe fluorescence polarization. inhibition, % at 8.92 µM. 370,000 compounds, 0.54% hits. AID 720543;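 active = inhibition exceeding the mean over every tested compound plus 3 SD, cut at about 30% in these data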;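 note: 0% = plate median of compound wells and 100% = S159A mutant with DMSO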
Target sequence (Q8VD66 whole entry, looked up): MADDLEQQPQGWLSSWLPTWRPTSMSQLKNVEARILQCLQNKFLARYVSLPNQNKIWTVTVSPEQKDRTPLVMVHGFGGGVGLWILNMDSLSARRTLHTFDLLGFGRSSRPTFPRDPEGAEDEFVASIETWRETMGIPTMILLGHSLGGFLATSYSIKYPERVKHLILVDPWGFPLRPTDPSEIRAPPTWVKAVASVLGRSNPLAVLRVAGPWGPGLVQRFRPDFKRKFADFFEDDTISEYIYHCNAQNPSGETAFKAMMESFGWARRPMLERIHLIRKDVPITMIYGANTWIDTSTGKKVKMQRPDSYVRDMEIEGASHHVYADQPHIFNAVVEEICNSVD
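Material: mouse ABHD4 enzyme, wild type; Benchmarks: S159A mutant high control, sample median low control; Buffer or medium: HEPES pH 7.0, NaCl, Pluronic buffer; Signal: fluorescence polarization; Read-out: percent inhibition of probe binding, normalized to plate controls; Timing: pre-incubation 45 min, probe exposure 60 min, at 25 °C; Dosing: 8.92 µM, single dose.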
NR1D1 modulator: modulators of human Rev-erb alpha DNA binding; Rev-erbα–FITC-DNA binding, fluorescence polarization, 90 min; P20393; 370,000 compounds, 0.79% hits; AID 1259318; activity, % at 10 µM;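 active = activity above about 14%, limit read from the data; passing the limit was not always enough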;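 note: 0% = DMSO wells with 35 nM protein and 100% = DMSO wells with 750 nM protein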
rCAG RNA binder: binds r(CAG) RNA repeats; r(CAG) RNA repeat, TO-PRO-1 dye displacement fluorescence; inhibition, % at 3 µM; 370,000 compounds, 1.3% hits; AID 651821;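 active = inhibition above the plate cutoff, the mean of all test compounds on that plate plus 3 SD, cut at about 35% in these data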;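 note: 0% = DMSO alone and 100% = 100 µM mitoxantrone as full dye displacement; higher means more dye released from RNA so lower well fluorescence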
ARFGAP1 inhibitor: inhibitors of rat ARFGAP1. inhibition, % at 16.5 µM. Arfgap1-stimulated ARF1 GTP hydrolysis, GDP FP detection. Q62848. AID 651572. 360,000 compounds, 0.26% hits;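 active = inhibition above a per-plate limit, mean inhibition of low control wells plus 3 SD, cut at about 25% in these data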;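 note: 0% = DMSO wells with enzyme and 100% = wells lacking Arfgap1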
Target sequence (Q62848 1-136 limits assumed): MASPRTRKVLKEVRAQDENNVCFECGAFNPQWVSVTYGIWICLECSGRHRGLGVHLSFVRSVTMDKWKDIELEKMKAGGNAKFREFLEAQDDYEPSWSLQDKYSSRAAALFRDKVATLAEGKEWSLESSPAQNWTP
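Assay system: Rat Arfgap1 GAP domain (His6, aa 1-136), purified enzyme | Buffer or medium: HEPES 25 mM pH 7.5, NaCl 150 mM, MgCl2, DTT | Schedule: GTP hydrolysis reaction 2 h at 25 °C | Signal: FP of antibody-bound GDP Alexa 633 tracer, ex 620/em 688 nm | Measure: Percent inhibition of Arfgap1-stimulated GTP hydrolysis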
SMARCA2 activ: activators of SMARCA2 function; activation, % at 9.1 µM; 370,000 compounds, 1% hits; MG213 cells, MMTV-luciferase reporter, dexamethasone, overnight; in the data active = activation above about 7.8%;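 note: 0% = vehicle wells and 100% = reference activator wells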
NPR1 activator: GC-A (human) enzyme activation | activation, % at 10 µM | 370,000 compounds, 0.14% hits | P16066 | AID 1671463 | HEK293 GC-A cells, cGMP TR-FRET, EC30 ANP; 0% at EC30 ANP, 100% saturating ANP; in the data active = activation above about 40%
The depositor's hits bear a star; . = no result given.

SMILES | PG9 Ab binder | ASAP1 GAP inh | HTRA1 inhibitor | NPR2 activator | mABHD4 FP | NR1D1 modulator | rCAG RNA binder | ARFGAP1 inhibitor | SMARCA2 activ | NPR1 activator
Cc1cccc(OCCC(=O)NNC(=O)Cn2nc(C)cc2C)c1 | -1.4 | -5 | -1 | 2 | -2 | 3 | 0 | -16 | 1 | 0
O=[N+]([O-])c1ccccc1S(=O)(=O)Nc1cccnc1 | -1.1 | 8 | 6 | 1 | -9 | -6 | 6 | 6 | -3 | 1
Oc1ccc(-c2csc(-c3cccnc3)n2)cc1O | -3.7 | -2 | 37* | -8 | 11 | -2 | 4 | 2 | 0 | -1
C[C@H](CO)N1C[C@H](C)[C@@H](CN(C)C(=O)c2ccc(N3CCN(C)CC3)cc2)OCc2cnnn2CCCC1=O | 3.1 | 0 | . | 4 | -2 | 3 | -1 | 5 | -5 | 4
CC(C)CC(c1nnnn1C1CCCCC1)N1CCN(c2ncccn2)CC1 (centres undefined) | -1.3 | -9 | 2 | -3 | 4 | 1 | -5 | 7 | 0 | 1
O=C(Cn1cc(C(=O)C(F)(F)F)c2cc(Br)ccc21)N1CCOCC1 | -1.5 | -6 | 3 | -2 | -2 | 6 | 0 | 5 | 2 | -1
COc1ccccc1OCC(=O)Nc1nnc(-c2ccco2)s1 | -1.4 | 2 | -1 | 2 | 9 | -3 | 58* | 3 | 1 | -5
COc1cccc(C(=O)NC2CC(C)(C)Cc3c2cnn3-c2cccc(F)c2)c1OC (centres undefined) | -3.5 | 5 | -10 | 3 | -4 | 4 | -8 | 3 | -4 | -2
Nn1c(Cc2cccc3ccccc23)nnc1SCCOc1ccc(F)cc1 | -1.4 | -8 | -12 | -5 | -4 | -1 | -4 | 0 | -4 | -5
O=C(O)CC1S/C(=N/N=C/C=C/c2ccccc2[N+](=O)[O-])NC1=O (centres undefined) | -1.6 | -2 | 0 | 2 | 2 | -1 | 4 | 8 | 2 | 5
Cc1nc([N+](=O)[O-])cn1CC(=O)c1ccc(Cl)cc1 | -0.3 | 5 | 3 | 6 | -1 | -2 | 3 | 0 | -3 | 8
CCNC(=S)N(CCc1cccc(C)c1)Cc1cc2cc(OC)c(OC)cc2[nH]c1=O | -0.1 | -1 | -19 | 4 | -2 | -7 | 5 | 10 | -1 | 5
CCn1c(NC(=O)c2ccc(COc3ccc(C)cc3[N+](=O)[O-])o2)nc2ccccc21 | -1.0 | 9 | 4 | 1 | -3 | 2 | 1 | 5 | -3 | 7
CCc1ccc2c(c1)C(C)=CC(C)(C)N2 | 0.3 | -11 | 15 | 2 | 6 | 5 | 0 | -7 | -2 | 6
O=C(Nc1cccc(S(=O)(=O)N2CCCC2)c1)c1cccnc1 | -2.4 | 3 | 4 | -3 | 1 | -4 | 10 | -5 | -1 | 2
CN(Cc1ccc(F)cc1)Cc1nc(CCc2ccccc2)no1 | -0.4 | 1 | -5 | 0 | -3 | 5 | -9 | 5 | -3 | 7
CCOc1ccc(N(CC(=O)NCc2ccc(Cl)cc2)S(=O)(=O)c2ccccc2)cc1 | -0.6 | 5 | 3 | -8 | 3 | 1 | 2 | 8 | -2 | -10
CC1=NN2C(=N)/C(=C\c3cc(C)n(Cc4ccccc4)c3C)C(=O)N=C2S1 | 0.6 | -10 | . | 2 | 0 | -4 | 5 | 10 | -4 | 0
CCC(C)NS(=O)(=O)c1ccc(NC(=O)CCC2CCCCC2)cc1 (centres undefined) | -0.3 | -10 | -7 | 4 | 2 | -3 | -1 | 11 | 0 | 2
CC(C)(C)c1nc(SCC(=O)Nc2nc3c(s2)CCCC3)c2ccccc2n1 | -0.7 | -15 | 1 | 0 | 1 | 1 | 4 | -4 | -2 | -2
COc1ccc(C(=O)N2CC3(CC(c4cccc(NC(=O)COc5ccc(Cl)cc5)c4)=NO3)C[C@@H]2C(N)=O)cc1 (some centres undefined) | -0.8 | 17 | -32 | 1 | -55 | -5 | 23 | 19 | 1 | -5
CC(NCC1(N2CCOCC2)CCCCC1)C(=O)N1CCc2ccccc21 (centres undefined) | 0.4 | 4 | -4 | -1 | -3 | 2 | -10 | 15 | -4 | 1
O=C(COc1ccc(Br)cc1)NCCNC(=O)c1ccccn1 | 1.0 | 1 | 7 | 0 | 5 | 4 | -6 | 19 | -2 | -1
CC(=O)Nc1ccc(C(=O)Nc2ccc(S(=O)(=O)N3CCCCC3)cc2)cc1 | -2.3 | 0 | -11 | -7 | -6 | -1 | 7 | 12 | 2 | -5
Cc1ccc2nc(-c3ccc(NC(=O)CN4CCN(c5ccccn5)CC4)cc3)sc2c1 | 0.3 | -6 | . | 0 | 7 | 21* | 7 | 3 | 7 | 4
CN1CCN(C(=O)c2ccc(-c3ccccc3)cc2)CC1 | -0.2 | -8 | -3 | 5 | 4 | 11 | -3 | -6 | -1 | 1
O=C(Nc1nnc([C@H]2C[C@H](O)[C@@H](CO)O2)s1)c1ccccc1F | -0.4 | -14 | . | 1 | 4 | -4 | 1 | 8 | -1 | 2
Cc1ccccc1CN1CCN(CC(=O)NCc2ccccc2)CC1 | -1.8 | -5 | -2 | 4 | -4 | -4 | -9 | -5 | -1 | 7
Cc1cccc(-n2ncc3c2CCCC3NC(=O)c2ccc[n+]([O-])c2)c1C (centres undefined) | -0.7 | 4 | 2 | 5 | -5 | -5 | -1 | 9 | -4 | 0
O=C(COc1ccc(Cl)cc1)N/N=C/CCc1ccccc1 | -0.6 | 14 | -2 | 1 | -3 | 3 | 2 | -2 | 1 | -1
C#CCOc1ccc(Br)cc1C(c1c(C)[nH][nH]c1=O)c1c(C)[nH][nH]c1=O | 0.7 | 16 | 9 | 7 | 6 | -6 | 15 | -2 | -3 | 0
COc1cccc(-n2c(N)c(C(=O)Nc3c(C)n(C)n(-c4ccccc4)c3=O)c3nc4ccccc4nc32)c1 | -2.6 | 12 | -5 | 3 | 6 | -2 | 11 | 23 | -2 | 7
CC(C)COc1ccc(-c2nnc(-c3ccco3)o2)cc1 | 1.0 | -10 | -15 | -5 | -23 | -3 | -1 | 3 | 4 | -3
Cn1c(SCc2nc3ccccc3[nH]2)nnc1-c1cccnc1 | -3.6 | 5 | -2 | -6 | -1 | -2 | 1 | 7 | 0 | 2
CCOc1ccc(NC(=O)c2ccc(NC(=S)NC3CCCCC3)cc2)cc1 | -0.7 | 1 | -11 | 1 | -10 | 2 | 9 | 7 | -4 | 1
COc1cccc(C(=O)Nc2nnc(C3CCCO3)s2)c1 (centres undefined) | 2.0 | 8 | -8 | 1 | 1 | -4 | 8 | 11 | 6 | -4
O=C(NC1CCN(Cc2ccccc2)CC1)C(NS(=O)(=O)c1cccc2nsnc12)c1ccccc1 (centres undefined) | -0.8 | -11 | 9 | 0 | -2 | -2 | -7 | 7 | 4 | -4
O=C(NCc1ccccc1)C1=C[C@@H](c2csc3ccccc23)C[C@@H](OCc2ccc(CO)cc2)O1 | 0.5 | 1 | -87 | 3 | -42 | 2 | 4 | -14 | -1 | -1
Nc1c(C(=O)O)nnn1Cc1ccccc1 | -1.3 | -1 | -2 | 3 | 0 | -5 | 0 | 4 | 3 | 4
COc1cc(-c2nnc(SCC(=O)N3C(C)CCCC3C)o2)cc(OC)c1OC (centres undefined) | . | . | . | -5 | 2 | 2 | -2 | . | 3 | -1
Cc1ccc(C(=O)N/N=C\c2ccc(OC(=O)c3cccs3)cc2)cn1 | -3.0 | -5 | -4 | -3 | 6 | -3 | -3 | 11 | -3 | -1
CN1CCN(Cc2c(O)ccc3c(-c4ccccc4)cc(=O)oc23)CC1 | -0.9 | 15 | 1 | 8 | -1 | 4 | -1 | -1 | -1 | 2
Cc1ccccc1OCCC(=O)N(CC(C)C)c1c(N)n(Cc2ccccc2)c(=O)[nH]c1=O | 1.0 | 4 | 0 | -6 | -2 | 5 | -2 | -1 | -2 | -4
CN(C)C(CNS(=O)(=O)c1cc([N+](=O)[O-])ccc1Cl)c1ccco1 (centres undefined) | 0.2 | 7 | 7 | -1 | 10 | -3 | 6 | 8 | 7.8* | 2
O=C1CCCN1C(=O)CSc1nnnn1-c1cccc(F)c1 | -0.7 | 12 | -4 | 1 | -4 | -5 | 2 | -3 | -3 | -1
Cc1cccc2cc(CN(C(=O)c3cccc([N+](=O)[O-])c3)C(C)C)c(=O)[nH]c12 | 1.3 | 5 | -6 | 2 | 0 | 3 | 2 | 2 | -1 | 5

Grouped by structure: the compounds so far containing fluorine.
SMILES | PG9 Ab binder | ASAP1 GAP inh | HTRA1 inhibitor | NPR2 activator | mABHD4 FP | NR1D1 modulator | rCAG RNA binder | ARFGAP1 inhibitor | SMARCA2 activ | NPR1 activator
O=C(Cn1cc(C(=O)C(F)(F)F)c2cc(Br)ccc21)N1CCOCC1 | -1.5 | -6 | 3 | -2 | -2 | 6 | 0 | 5 | 2 | -1
COc1cccc(C(=O)NC2CC(C)(C)Cc3c2cnn3-c2cccc(F)c2)c1OC (centres undefined) | -3.5 | 5 | -10 | 3 | -4 | 4 | -8 | 3 | -4 | -2
Nn1c(Cc2cccc3ccccc23)nnc1SCCOc1ccc(F)cc1 | -1.4 | -8 | -12 | -5 | -4 | -1 | -4 | 0 | -4 | -5
CN(Cc1ccc(F)cc1)Cc1nc(CCc2ccccc2)no1 | -0.4 | 1 | -5 | 0 | -3 | 5 | -9 | 5 | -3 | 7
O=C(Nc1nnc([C@H]2C[C@H](O)[C@@H](CO)O2)s1)c1ccccc1F | -0.4 | -14 | . | 1 | 4 | -4 | 1 | 8 | -1 | 2
O=C1CCCN1C(=O)CSc1nnnn1-c1cccc(F)c1 | -0.7 | 12 | -4 | 1 | -4 | -5 | 2 | -3 | -3 | -1
